Source: PubChem
FLuc inh – Photinus pyralis luciferase inhibition | P08659 | purified P. pyralis luciferase, luminescence, biochemical | Potency, µM (top dose mostly 115 µM), inactives show at the top dose activity change, negative = inhibition, hits mostly inhibitors | 76,000 tested, 2.5% active; further: potency means the concentration at half of the fitted maximal effect; nearly all actives have a fitted effect of over 65% in size
Target sequence (P08659 whole entry, looked up): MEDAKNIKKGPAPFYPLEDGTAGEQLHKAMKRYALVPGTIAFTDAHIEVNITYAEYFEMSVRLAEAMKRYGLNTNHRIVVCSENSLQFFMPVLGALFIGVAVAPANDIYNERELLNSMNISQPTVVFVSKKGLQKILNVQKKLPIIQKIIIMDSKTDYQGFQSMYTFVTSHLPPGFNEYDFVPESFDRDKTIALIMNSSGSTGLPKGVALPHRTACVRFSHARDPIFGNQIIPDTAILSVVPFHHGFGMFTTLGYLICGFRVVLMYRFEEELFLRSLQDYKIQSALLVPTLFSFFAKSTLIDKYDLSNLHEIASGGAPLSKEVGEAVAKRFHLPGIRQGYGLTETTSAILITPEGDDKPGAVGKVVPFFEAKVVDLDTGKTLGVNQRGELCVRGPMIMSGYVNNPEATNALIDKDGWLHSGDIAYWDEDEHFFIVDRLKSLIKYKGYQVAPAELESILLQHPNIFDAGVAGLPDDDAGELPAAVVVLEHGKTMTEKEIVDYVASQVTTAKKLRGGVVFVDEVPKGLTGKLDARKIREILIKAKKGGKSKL
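FLuc 10nM, D-luciferin 10uM, ATP 10uM, Mg acetate 10mM, Tris acetate pH 7.5, Tween/BSA; cpd qHTS; enzyme added last; CCD luminescence.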
HEK293 viab – cell viability loss counter-screen; 150,000 tested, 0.12% active; Potency, µM (highest dose often 57.1 µM), for the others: at the highest dose activity change, negative = cytotoxicity, most hits filed as cytotoxic; HEK-293-SNCA-luc viability, GF-AFC fluorescence, 24 h; AID 1671193;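 further: potency means the concentration at half of the fitted maximal effect; 0% = DMSO-treated cells and -100% = medium-only wells without cells; nearly all actives have a fitted effect of over 30% in size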
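HEK-293-SNCA-luc cells (1500/well) plated 24 h, then exposed 24 h to a dilution series; GF-AFC added 30 min at 37C, fluorescence 405/540 nm; normalised to medium-only and DMSO wells, Hill fit.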
3T3 cytotox – NIH 3T3 cell cytotoxicity | NIH 3T3 viability, CellTiter-Glo ATP luminescence, 48-72 h | Potency, µM (series often up to 96.7 µM), for the others: top-dose activity change, negative = cytotoxicity, most hits filed as inhibitors | 94,000 tested, 4.3% active; further: potency means the concentration at half of the fitted maximal effect; nearly all actives have a fitted effect of over 55% in size
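Cytotoxicity is measured as loss of cellular ATP: NIH 3T3 cells (400/well) are exposed to compound for 48 or 72 hr at 37 °C, then CellTiter-Glo luminescence is imaged after 10 min at room temperature.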
SNCA expr inhib – inhibitors of alpha-synuclein (SNCA) gene expression; 140,000 tested, 0.17% active; Potency, µM (top dose mostly 57.2 µM), inactives show at the top dose activity change, negative = inhibition, most hits filed as inhibitors; HEK-293 SNCA-luciferase knock-in, luminescence, 24 h; AID 1671194;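 further: potency means the concentration at half of the fitted maximal effect; plate controls were DMSO cells for no effect and cell-free wells for full effect; nearly all actives have a fitted effect of over 45% in size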
IP6K1 inh – inhibitors of human IP6K1; Q92551; IP6K1 kinase, ADP-Glo luminescence, 2 h; hits give low values; activity change, % (series mostly up to about 58 µM); 140,000 tested, 0.81% active; AID 1645851; in the data active means activity change below about -25%
Target sequence (Q92551 whole entry, looked up): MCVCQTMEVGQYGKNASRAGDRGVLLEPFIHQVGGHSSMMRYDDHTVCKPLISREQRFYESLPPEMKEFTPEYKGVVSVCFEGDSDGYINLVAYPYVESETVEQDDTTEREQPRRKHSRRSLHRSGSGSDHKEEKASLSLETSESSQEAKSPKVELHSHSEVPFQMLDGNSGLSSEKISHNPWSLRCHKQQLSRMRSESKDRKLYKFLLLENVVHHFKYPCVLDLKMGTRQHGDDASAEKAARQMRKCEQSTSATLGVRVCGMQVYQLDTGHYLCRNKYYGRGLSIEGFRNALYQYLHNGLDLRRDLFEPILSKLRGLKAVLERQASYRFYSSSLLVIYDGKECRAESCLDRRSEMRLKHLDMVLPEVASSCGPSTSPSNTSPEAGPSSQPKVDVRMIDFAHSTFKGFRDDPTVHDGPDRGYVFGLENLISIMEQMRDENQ
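ADP-Glo luminescence measures ADP made by human IP6K1 during a 2 h RT reaction with ATP/IP6 (mix at 1.3 mM/130 uM); top library doses 57.5 and 19.1 uM final.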
HEK cytotox – HEK 293 cell cytotoxicity | HEK 293 viability, ATP luminescence (CellTiter-Glo), 48-72 h | Potency, µM (titrated, usually from 115 µM), for inactives: at the highest dose activity change, negative = cytotoxicity, hits mostly inhibitors | 94,000 tested, 6.6% active | AID 1345083; further: potency means the concentration at half of the fitted maximal effect; nearly all actives have a fitted effect of over 60% in size
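HEK 293 cells at 250 cells/well were exposed to compounds by pintool transfer for 48 or 72 hr at 37 degree Celsius, 5% CO2. Viability was read as ATP-coupled luminescence with CellTiter-Glo after 10 min at room temperature.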
GPT2 inhibitor – GPT2 alanine aminotransferase inhibition | Q8TD30 | Potency, µM (doses to about 57.7 µM), without a hit: at the top dose activity change, negative = inhibition, usual class: inhibitors | AID 1671188 | 100,000 tested, 0.25% active | Recombinant GPT2, coupled pyruvate oxidase/HRP Amplex Red fluorescence; further: potency means the concentration at half of the fitted maximal effect; nearly all actives have a fitted effect of over 60% in size; many of its hits are not listed in these tables
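Inhibition is scored from Amplex Red fluorescence generated when pyruvate oxidase and HRP act on pyruvate released by GPT2. Reactions contain 10ng/uL enzyme, 250uM a-KG and 2mM L-alanine and run 30 min at room temperature.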
* hit, by the source's call; i = inactive; ? = inconclusive; · = no result given; & = joins results of further samples; [ ] = another dose, or the depositor's remark. Unless noted, the call rests on the fitted dose curve; in most records, active means well fitted curve in the direction sought with a large enough effect; inconclusive means small, poorly fitted or top-dose-only effect, or another doubt; inactive means no such curve, though single readings can be large; an effect the other way counts as inactive or inconclusive. Unless noted, on the % scale 0 is the no-effect control and ±100 the full control effect.

SMILES | FLuc inh | HEK293 viab | 3T3 cytotox | SNCA expr inhib | IP6K1 inh | HEK cytotox | GPT2 inhibitor
COc1ccc(OC)c(C2CC(=O)Nc3c2c(=O)n(C)c2ncnn32)c1 (centres undefined) | · | -16% | · | -1% | 25 | · | ·
O=C1CC(c2ccccc2)N(C(=O)CNS(=O)(=O)Cc2ccccc2)CCCCCN1 (centres undefined) | 9% | -16% | 5% | -20% | 2 | 1% | 2%
CCC(=O)N1CCc2cc(S(=O)(=O)NC(Cc3ccccc3)C(=O)NCc3cccc(OC)c3)ccc21 (centres undefined) | · | -7% | · | 10% | 11 | · | ·
COCC(=O)N1CC[C@H]2COC(=O)N2c2cc(F)ccc2C1 | -7%[172 µM] | 0%[87.6 µM] | -17%[138 µM] | 3%[87.6 µM] | 1 | -12%[172 µM] | 2%[88.5 µM]
CCOC(=O)c1cc(-c2ccccc2)n(CCC(=O)Nc2ccc(C)cc2Cl)c1C | · | -7% | · | 8% | 6 | · | ·
CCOCc1cc(CN2CCN(c3cccc(C(F)(F)F)c3)CC2)c(O)c2ncccc12 | · | ? | · | ? | 7 | · | ·
COc1ccc(C(=O)N2c3ccccc3C(C)(c3ccc(Cl)cc3)CC2(C)C)cc1 (centres undefined) | · | 13% | · | 63%[activator] | 0 | · | ·
O=C(O)CCCCCC[C@H]1C(=O)NC(=O)N1CC[C@@H](O)C1CCCCC1 | · | 20% | · | · | -6 | · | -3%
COC[C@@H]1CN(S(=O)(=O)c2ccccc2)C[C@H]1c1ccncc1 | 1% | -11% | -22% | -2% | -9 | -33% | i
O=C(c1ccccc1OCC1CCCN(Cc2ccsc2)C1)N1CCCC1 (centres undefined) | -13% | -13% | -17% | 0% | -20 | -26% | i
Cc1cccc(CC(=O)N2CCCn3cc(-c4cccc(C#N)c4)nc32)c1 | 5% | 9% | ? | 16% | 2 | ? | i
CCc1ccc(CN2CCC3(CC2)CN(C(C)=O)CC3COC)cc1 (centres undefined) | 2% | -10% | -8% | 21% | -3 | -5% | -3%
CCCC(CCC)C(=O)O | · | 6% | · | -16% | 18 | · | -1%&-3%
CCOc1ccc(CNC(=O)c2oc3c(c2C)-c2nn(Cc4cccc(Cl)c4)cc2CC3)cc1 | · | -3% | · | ? | -4 | · | ·
O=C(COc1ccc(F)cc1)N1CC(c2noc(COc3ccccc3)n2)C1 | -17% | 8% | ? | 0% | 0 | ? | -7%
O=C(c1cccc(-c2cccc(-n3cnnc3)c2)c1)N1CCCCC1 | -4% | -13% | ? | ? | -3 | ? | -7%
Cc1cc(-c2ccc(C)c(S(=O)(=O)N3CCC(C)CC3)c2)on1 | · | -5% | · | -9% | -26* | · | ·
CC1=C[C@@H](CNS(=O)(=O)c2cccs2)[C@H](C(C)C)C[C@H]1CC(=O)NCCN1CCOCC1 | -4% | -12% | 25µM* | -13% | -9 | -22% | -3%
COCCc1nn2c(=O)cc(COC(=O)c3ccco3)nc2s1 | · | 1% | · | -7% | 9 | · | ·
O=C(Nc1ccccc1C(F)(F)F)c1ncoc1-c1ccco1 | · | -1% | · | -15% | 36 | · | ·
COc1ccc(C(=O)N2CCC3(CC2)NCCc2c3[nH]c3ccccc23)cn1 | 4% | -12%[12.5 µM] | -23% | -4% | 33 | ? | i
O=C(C1CCCC1)N1CC2(CCN(CC3CC3)CC2)Cc2ccccc21 | · | -26% | ? | -14% | 44 | ? | -3%
O=C(NCc1cccc(C(F)(F)F)c1)c1ccc2nnc(-c3ccc(Cl)cc3)n2c1 | · | -24% | 40µM* | 19% | 10 | 45µM* | -14%
COc1ccc(-c2noc([C@@H]3CCCN3C(=O)c3cccc(C)c3)n2)cc1 | -10% | -17% | ? | 22% | 2 | ? | i
COc1cccc(C(=O)Nc2ccc3nc(SCC(=O)N(C)c4ccccc4)sc3c2)c1 | · | -14% | · | -30% | -4 | · | ·

Single entries from the results shown.
COc1cccc(C(=O)Nc2ccc3nc(SCC(=O)N(C)c4ccccc4)sc3c2)c1 | SNCA expr inhib = -30%
CCOC(=O)c1cc(-c2ccccc2)n(CCC(=O)Nc2ccc(C)cc2Cl)c1C | SNCA expr inhib = 8%
CCCC(CCC)C(=O)O | SNCA expr inhib = -16%

Returning to the listing, starting three compounds before the break.
SMILES | FLuc inh | HEK293 viab | 3T3 cytotox | SNCA expr inhib | IP6K1 inh | HEK cytotox | GPT2 inhibitor
O=C(NCc1cccc(C(F)(F)F)c1)c1ccc2nnc(-c3ccc(Cl)cc3)n2c1 | · | -24% | 40µM* | 19% | 10 | 45µM* | -14%
COc1ccc(-c2noc([C@@H]3CCCN3C(=O)c3cccc(C)c3)n2)cc1 | -10% | -17% | ? | 22% | 2 | ? | i
COc1cccc(C(=O)Nc2ccc3nc(SCC(=O)N(C)c4ccccc4)sc3c2)c1 | · | -14% | · | -30% | -4 | · | ·
O=C(CCc1nc(C2CCOC2)no1)NC1CCCCCCC1 (centres undefined) | 5% | 1% | -1% | 1% | -2 | 4% | 2%
CC(=O)c1ccc(NC(=O)CC2Sc3ccccc3NC2=O)cc1 (centres undefined) | · | -14% | · | 68%[activator] | -8 | · | ·
CCC(C)NC(=O)CN1CN(c2ccccc2)C2(CCN(C(=O)c3cccc(OC)c3)CC2)C1=O (centres undefined) | 7% | 9% | i | -14% | -13 | -1% | -7%
CCN1CCN(CCNC(=O)CN2CCCc3nc(C4CC4)ncc3C2=O)CC1 | 4% | 4% | i | -18% | 3 | 3% | i
CCCC(CCC)C(=O)NC1CC(=O)N(c2ccc3c(c2)OCCO3)C1 (centres undefined) | · | -1% | · | 5% | 16 | · | ·
O=C(C1CCC(CNS(=O)(=O)c2cccs2)CC1)N1CCN(c2ccc(Cl)cc2)CC1 (centres undefined) | · | -6% | · | ? | -2 | · | ·
COc1ccc(CN2C(=O)[C@@H]3C[C@@H](CN3C3COC3)Oc3ccccc32)cc1 | -1%[172 µM] | 1%[87.6 µM] | -23%[174 µM] | 18%[87.6 µM] | 6 | ? | 1%[88.5 µM]
Cc1cc(CNC(=O)c2cc(-c3cccnc3)cc3c2OCCN3C)no1 | -3%[172 µM] | -12%[87.6 µM] | ? | -8%[87.6 µM] | -24 | ? | 4%[88.5 µM]
O=C1NC2(CCN(CC3CCCC3)CC2)Oc2ccccc21 | 6%[172 µM] | 1%[87.6 µM] | -22%[138 µM] | 7%[87.6 µM] | 12 | ? | 2%[88.5 µM]
CNC(=O)c1cc(C2CC2)nc2c1c(C1CCCN1C(=O)N(C)C)nn2C (centres undefined) | · | · | -29% | · | -1 | -17% | ·
N#Cc1cccc(NC(=O)c2ccc3c(c2)N(Cc2cccc(Cl)c2)C(=O)c2ccccc2S3(=O)=O)c1 | · | 7% | · | ? | 3 | · | ·
COc1ccc(OCC(O)CN2CCC(=O)N(Cc3ccccc3)CCc3ccccc32)cc1 (centres undefined) | · | -22%[23.9 µM] | ? | ? | -1 | ? | ?
Fc1ccc(CN2CC[C@H](c3nnc(-c4ccc(Cl)cc4)o3)C2)cc1 | -15%[172 µM] | 6%[87.6 µM] | ? | -26%[87.6 µM] | 7 | ? | -11%[88.5 µM]
CC1(C(=O)NCc2cnccn2)CCc2cnc(NCc3ccccc3)nc21 (centres undefined) | 1%[172 µM] | 0%[87.6 µM] | 50µM* | ? | 8 | -4%[172 µM] | 3%[88.5 µM]
COC(=O)c1cc2c(cc1NC(=O)c1cnn(-c3ccccc3)c1-n1cccc1)OCO2 | · | 9% | · | 4% | 1 | · | ·
CCc1cccc(CC)c1NS(=O)(=O)c1ccc2c(c1)CCN2C(=O)C1CC1 | · | -3% | · | 11% | -10 | · | ·
CCOC(=O)[C@@H]1[C@@H](OC)C(=O)N(Cc2ccccc2)C12CCN(C(=O)C1CCC1)CC2 | · | · | ? | · | 3 | -2% | ·
CNC(=O)c1cc(C2CC2)nc2onc(C3CCCN3C(=O)c3ccc(C(F)(F)F)cc3)c12 (centres undefined) | · | · | -25% | · | 5 | -25% | ·
CCc1nc2c(c(-c3ccc(Cl)cc3)n1)CCN(Cc1ccns1)CC2 | 5% | -1% | i | 12% | 3 | i | -6%
CC(=O)N1CCc2c(sc3c2c(=O)n(CCc2ccccc2)c(=O)n3Cc2cccc(C)c2)C1 | · | -3% | · | -3% | 6 | · | ·
O=C(c1cn(C2CN(Cc3ccc(F)cc3F)C2)nn1)N1CCOCC1 | · | 9% | -6% | 23% | 23 | 5% | 2%
Fc1ccccc1N1CCN(Cc2nnc(-c3ccc4c(c3)OCO4)o2)CC1 | · | 1% | · | 13% | 23 | · | ·
Cc1ccc(C2=NC3(CCN(C(=O)c4ccccc4C)CC3)ON2)cc1 | ? | -3% | -1% | -13% | -2 | ? | -10%

In another format: results already given.
> CC(=O)c1ccc(NC(=O)CC2Sc3ccccc3NC2=O)cc1 (centres undefined)
- FLuc inh = ·
- HEK293 viab = -14%
- 3T3 cytotox = ·
- SNCA expr inhib = 68%[activator]
- IP6K1 inh = -8
- HEK cytotox = ·
- GPT2 inhibitor = ·

> CCC(C)NC(=O)CN1CN(c2ccccc2)C2(CCN(C(=O)c3cccc(OC)c3)CC2)C1=O (centres undefined)
- FLuc inh = 7%
- HEK293 viab = 9%
- 3T3 cytotox = i
- SNCA expr inhib = -14%
- IP6K1 inh = -13
- HEK cytotox = -1%
- GPT2 inhibitor = -7%

A draw from above in order of count of non-hydrogen atoms, low to high.
SMILES | FLuc inh | HEK293 viab | 3T3 cytotox | SNCA expr inhib | IP6K1 inh | HEK cytotox | GPT2 inhibitor
O=C(CCc1nc(C2CCOC2)no1)NC1CCCCCCC1 (centres undefined) | 5% | 1% | -1% | 1% | -2 | 4% | 2%
Fc1ccccc1N1CCN(Cc2nnc(-c3ccc4c(c3)OCO4)o2)CC1 | · | 1% | · | 13% | 23 | · | ·
CCN1CCN(CCNC(=O)CN2CCCc3nc(C4CC4)ncc3C2=O)CC1 | 4% | 4% | i | -18% | 3 | 3% | i

This is a subset; rates above refer to the full screens.
